Screening results: PubChem, NMMLSC
Bim-Bcl-2 = inhibitors of Bim-Bcl-2 binding, primary screen, biochemical, multiplexed, human Bcl-2 family; Apoptosis regulator Bcl-2 (Homo sapiens), P10415; Bead-based flow cytometry, Bim peptide-Bcl-2 binding; inhibition, % at 10 µM; 190,000 compounds, 0.06% hits; AID 950, 2007; in the data active = inhibition above about 40%; inconclusive = no clear call, values can overlap the other calls;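 also: 0% = no compound wells with probe peptide and 100% = reference peptide inhibitor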
Target sequence (P10415 whole entry, looked up): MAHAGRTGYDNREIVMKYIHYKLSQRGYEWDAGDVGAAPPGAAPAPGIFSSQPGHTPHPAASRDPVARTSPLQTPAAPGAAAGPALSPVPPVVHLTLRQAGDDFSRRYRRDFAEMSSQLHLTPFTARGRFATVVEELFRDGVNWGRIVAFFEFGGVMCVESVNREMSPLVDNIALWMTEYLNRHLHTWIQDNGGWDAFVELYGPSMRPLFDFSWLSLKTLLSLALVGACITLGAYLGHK
GSH fluor = compound fluorescence on glutathione beads, profiling panel, artefact control, biophysical, 488/530 nm, flow cytometry; GSH beads flow cytometry, compound fluorescence 488/530 nm; active compounds read high; fluorescence (KMESF) at 10 µM; 190,000 compounds, 0.25% hits; in the data active = fluorescence above about 89;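 also: glutathione beads carrying GST-tagged Bcl family fusion proteins plus one bare bead set; values are compound well signal with DMSO vehicle wells as background; inactives centre near 16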
ABCG2 inh = ABCG2 efflux pump inhibitors, primary screen, multiplex with ABCB1, IgMXP3 cells, flow cytometry | Broad substrate specificity ATP-binding cassette transporter ABCG2 (Homo sapiens), Q9UNQ0 | JC-1 efflux | inhibition, % at 6.6 µM | 190,000 compounds, 0.1% hits | AID 1325, 2008;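 active = inhibition above 80%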;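 also: 0% = DMSO and 100% = nicardipine control wells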
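Incubation: cells with compound and JC-1, 10 min at 25 °C, rotating, no wash / Test system: IgMXP3 (ABCG2) plus far-red-tagged CCRF-Adr (ABCB1) cells / Compound dosing: one concentration, 6.6 µM final / Also added: JC-1 fluorescent substrate / Evaluation: efflux inhibition in percent versus controls / Detection: flow cytometry, 530 nm JC-1 signal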
Bim-Bcl-XL = inhibitors of Bim-Bcl-XL binding, primary screen, biochemical, multiplexed, bead flow cytometry, human Bcl-XL; Bcl-2-like protein 1 (Homo sapiens), Q07817; Bim peptide-Bcl-XL binding, fluorescence; inhibition, % at 10 µM; 190,000 compounds, 0.04% hits
RGS4-Gao reg = modulators of RGS4 binding to Galphao, primary screen, biochemical, multiplexed bead flow cytometry | Guanine nucleotide-binding protein G(o) subunit alpha (Homo sapiens), P09471 | actives lie on both sides | binding response (% of control), % at 10 µM | 220,000 compounds, 0.33% hits; in the data active = binding response below about 49% or above about 150%; inactive = in between;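 also: fluorescent Galphao activated with aluminum fluoride binding bead-coupled RGS4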
Target sequence (P09471 whole entry, looked up): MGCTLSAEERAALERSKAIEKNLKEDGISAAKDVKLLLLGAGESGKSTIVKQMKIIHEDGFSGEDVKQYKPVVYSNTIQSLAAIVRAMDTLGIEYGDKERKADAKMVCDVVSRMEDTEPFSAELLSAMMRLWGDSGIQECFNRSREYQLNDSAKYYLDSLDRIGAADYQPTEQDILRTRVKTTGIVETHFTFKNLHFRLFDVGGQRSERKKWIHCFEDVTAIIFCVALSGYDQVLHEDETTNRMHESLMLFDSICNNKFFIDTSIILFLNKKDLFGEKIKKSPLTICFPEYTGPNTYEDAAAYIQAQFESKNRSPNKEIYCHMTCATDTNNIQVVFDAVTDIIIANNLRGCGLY
ABCB1 inh = ABCB1 efflux pump inhibitors, primary screen, cell-based, multiplex, flow cytometry, ABCG2 counter-screen. ATP-dependent translocase ABCB1 (Homo sapiens), P08183. CCRF-Adr cells, JC-1 efflux. inhibition, % at 6.6 µM. 190,000 compounds, 0.067% hits; in the data active = inhibition above about 40%;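 also: 0% = vehicle and 100% = reference inhibitor; higher value means more JC-1 retained so stronger ABCB1 efflux block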
Bim-Bcl-W = inhibitors of Bim binding to Bcl-W, primary screen, biochemical, multiplexed, bead-based flow cytometry | inhibition, % at 10 µM | Bim peptide-Bcl-W binding | 190,000 compounds, 0.02% hits | Bcl-2-like protein 2 (Homo sapiens), Q92843;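 also: 0% = bound tracer without compound and 100% = peptide blocker; higher means less fluorescent Bim peptide bound to Bcl-W beads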
Target sequence (Q92843 whole entry, looked up): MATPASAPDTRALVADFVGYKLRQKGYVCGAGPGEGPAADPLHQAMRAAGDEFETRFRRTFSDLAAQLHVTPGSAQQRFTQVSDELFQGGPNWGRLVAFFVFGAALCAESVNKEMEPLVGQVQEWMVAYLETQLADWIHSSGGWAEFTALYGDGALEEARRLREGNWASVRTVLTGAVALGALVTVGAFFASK
Bim-Bcl-B = inhibitors of Bim-Bcl-B binding, primary screen, biochemical, multiplexed, human Bcl-2 family | bead-based flow cytometry, Bim peptide-Bcl-B binding | Bcl-2-like protein 10 (Homo sapiens), Q9HD36 | 190,000 compounds, 0.073% hits | inhibition, % at 10 µM | AID 951, 2007;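 also: 0% = tracer peptide without compound and 100% = reference inhibitor peptide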
Target sequence (Q9HD36 whole entry, looked up): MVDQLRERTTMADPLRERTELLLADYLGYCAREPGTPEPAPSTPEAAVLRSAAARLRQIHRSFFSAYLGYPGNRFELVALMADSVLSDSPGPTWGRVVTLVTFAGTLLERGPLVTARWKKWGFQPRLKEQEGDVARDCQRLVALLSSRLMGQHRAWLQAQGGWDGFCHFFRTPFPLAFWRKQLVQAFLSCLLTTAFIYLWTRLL
RGS8-Gao = RGS8-Galphao binding modulators, primary screen, biochemical, multiplexed bead flow cytometry; Guanine nucleotide-binding protein G(o) subunit alpha (Homo sapiens), P09471; actives lie on both sides; response (percent of control binding), % at 10 µM; 220,000 compounds, 0.34% hits; in the data active = response below about 60% or above about 140%; inactive = in between;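 also: Galphao activated as the GDP aluminium fluoride complex binding bead-coupled RGS8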
Bim-Bfl-1 = inhibitors of Bim binding to Bfl-1, primary screen, biochemical, multiplexed, bead-based flow cytometry | Bcl-2-related protein A1 (Homo sapiens), Q16548 | Bim-Bfl-1 binding inhibition | inhibition, % at 10 µM | 190,000 compounds, 0.12% hits | AID 1008, 2008;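 also: 0% = wells without compound plus tracer and 100% = blocker peptide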
RGS7-Gao reg = RGS7-Galphao binding modulators, primary screen, biochemical, multiplexed bead flow cytometry | Guanine nucleotide-binding protein G(o) subunit alpha (Homo sapiens), P09471 | actives lie on both sides | binding response (% of control), % at 10 µM | 220,000 compounds, 0.35% hits | AID 1439, 2008; in the data active = binding response below about 49% or above about 150%; inconclusive = no clear call, values can overlap the other calls; inactive = in between;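 also: fluorescent Galphao held in activated GDP-AlF4 state binding bead-coupled RGS7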
Active calls of the source: *. Rule as the data show it, unless noted: active = inhibition above about 40%.

For O=C1C(Cl)=C(N2CCOCC2)C(=O)N1c1ccccc1Cl the results were Bim-Bcl-2 -3, GSH fluor 40, ABCG2 inh 2, Bim-Bcl-XL -9, RGS4-Gao reg 95, ABCB1 inh 0.2, Bim-Bcl-W -8, Bim-Bcl-B -5, RGS8-Gao 93, Bim-Bfl-1 -6 and RGS7-Gao reg 94.
Cc1ccn2cc(CCNS(=O)(=O)c3ccc4c(c3)CCCC4)nc2c1 was read as Bim-Bcl-2 2, GSH fluor 17, ABCG2 inh 5, Bim-Bcl-XL -3, ABCB1 inh 0.1, Bim-Bcl-W 1, Bim-Bcl-B -1 and Bim-Bfl-1 3.
`COc1ccc(NC(=S)NC(C)c2ccncc2)cc1OC` (stereo not given) gave Bim-Bcl-2 -4, GSH fluor 11, ABCG2 inh -1, Bim-Bcl-XL -5, RGS4-Gao reg 96, ABCB1 inh -0.3, Bim-Bcl-W -3, Bim-Bcl-B -1, RGS8-Gao 97, Bim-Bfl-1 -1 and RGS7-Gao reg 96.
Screening Nc1nc(-c2ccccc2)c(-c2ccc([N+](=O)[O-])cc2)s1 returned Bim-Bcl-2 0, GSH fluor 16, ABCG2 inh 1, Bim-Bcl-XL -2, RGS4-Gao reg 111, ABCB1 inh -0.2, Bim-Bcl-W -5, Bim-Bcl-B -1, RGS8-Gao 113, Bim-Bfl-1 3 and RGS7-Gao reg inconclusive.
CCOC(=O)c1ccc2c(c1)NC(=O)C(N1CCN(c3ccc(OC)cc3)CC1)S2 (stereo not given) was read as Bim-Bcl-2 -7, GSH fluor 19, ABCG2 inh 1, Bim-Bcl-XL -2, RGS4-Gao reg 99, ABCB1 inh 0.4, Bim-Bcl-W 0, Bim-Bcl-B -6, RGS8-Gao 103, Bim-Bfl-1 -12 and RGS7-Gao reg 99.
For O=[N+]([O-])c1cccc(-c2nnc3c4ccccc4c4ccccc4n23)c1 the results were Bim-Bcl-2 -6, GSH fluor 10, ABCG2 inh 6, Bim-Bcl-XL -2, RGS4-Gao reg 102, ABCB1 inh 1.7, Bim-Bcl-W 0, Bim-Bcl-B -1, RGS8-Gao 102, Bim-Bfl-1 -7 and RGS7-Gao reg 98.
Screening CCCOC(=O)/C(=C\c1ccc([N+](=O)[O-])o1)NC(=O)c1ccccc1 returned Bim-Bcl-2 -2, GSH fluor 14, ABCG2 inh 7, Bim-Bcl-XL -9, RGS4-Gao reg 99, ABCB1 inh 0.6, Bim-Bcl-W -5, Bim-Bcl-B -7, RGS8-Gao 103, Bim-Bfl-1 -1 and RGS7-Gao reg 99.
Screening CC(=O)Nc1nnc(-c2ccccn2)o1 returned Bim-Bcl-2 0, GSH fluor 14, ABCG2 inh 23, Bim-Bcl-XL 9, RGS4-Gao reg 98, ABCB1 inh 4.5, Bim-Bcl-W 7, Bim-Bcl-B 4, RGS8-Gao 96, Bim-Bfl-1 1 and RGS7-Gao reg 99.
O=C(COC(=O)c1ccc2c(=O)n3c(nc2c1)CCC3)Nc1ccccc1F was read as Bim-Bcl-2 -8, GSH fluor 11, ABCG2 inh 17, Bim-Bcl-XL -2, RGS4-Gao reg 101, ABCB1 inh 1.0, Bim-Bcl-W -3, Bim-Bcl-B -4, RGS8-Gao 100, Bim-Bfl-1 -16 and RGS7-Gao reg 101.
For CC12CN(C(=O)c3ccc(Cl)cc3)C3(C#N)CC1CCC23C (stereo not given) the results were Bim-Bcl-2 0, GSH fluor 7, ABCG2 inh 1, Bim-Bcl-XL 0, RGS4-Gao reg 115, ABCB1 inh 0.5, Bim-Bcl-W 2, Bim-Bcl-B 3, RGS8-Gao 104, Bim-Bfl-1 0 and RGS7-Gao reg 104.
`Cn1c(=O)[nH]c(=O)c2c1nc(N1CCN(CCO)CC1)n2CCSc1nc2ccccc2s1` gave Bim-Bcl-2 -9, GSH fluor 19, ABCG2 inh 6, Bim-Bcl-XL -8, RGS4-Gao reg 99, ABCB1 inh 0.8, Bim-Bcl-W 0, Bim-Bcl-B -5, RGS8-Gao 97, Bim-Bfl-1 -12 and RGS7-Gao reg 98.
Screening CC(C)(C)NC(=O)CSC(=Nc1ccccc1F)NC#N returned Bim-Bcl-2 4, GSH fluor 32, ABCG2 inh 0, Bim-Bcl-XL -1, RGS4-Gao reg 100, ABCB1 inh 0.2, Bim-Bcl-W 2, Bim-Bcl-B 2, RGS8-Gao 105, Bim-Bfl-1 1 and RGS7-Gao reg 102.
`Cc1nn(CC(=O)Nc2ccc3c(c2)oc2ccccc23)c(=O)c2ccccc12` gave Bim-Bcl-2 -8, GSH fluor 17, ABCG2 inh 0, Bim-Bcl-XL -2, RGS4-Gao reg 96, ABCB1 inh -0.1, Bim-Bcl-W -5, Bim-Bcl-B -6, RGS8-Gao 98, Bim-Bfl-1 0 and RGS7-Gao reg 94.
`CCOc1cccc(NC(=O)CSc2nc(C)c3c(c2C#N)CCCC3)c1` gave Bim-Bcl-2 0, GSH fluor 9, ABCG2 inh 6, Bim-Bcl-XL -2, RGS4-Gao reg 114, ABCB1 inh 1.2, Bim-Bcl-W 1, Bim-Bcl-B 0, RGS8-Gao 109, Bim-Bfl-1 0 and RGS7-Gao reg 110.
For N#CCN1CCN(CC(=O)Nc2cccc3ccccc23)CC1 the results were Bim-Bcl-2 -1, GSH fluor 14, ABCG2 inh 3, Bim-Bcl-XL -2, RGS4-Gao reg 87, ABCB1 inh 0.7, Bim-Bcl-W -4, Bim-Bcl-B 0, RGS8-Gao 95, Bim-Bfl-1 0 and RGS7-Gao reg 89.
Screening O=C(CN(Cc1ccco1)C(=O)CNS(=O)(=O)c1ccc(Cl)cc1)NC1CCCCC1 returned Bim-Bcl-2 -7, GSH fluor 14, ABCG2 inh 3, Bim-Bcl-XL -3, RGS4-Gao reg 99, ABCB1 inh 0.9, Bim-Bcl-W 2, Bim-Bcl-B -10, RGS8-Gao 99, Bim-Bfl-1 -10 and RGS7-Gao reg 94.
c1ccc(-c2csc(N3CCSCC3)n2)cc1 was read as Bim-Bcl-2 -3, GSH fluor 14, ABCG2 inh 1, Bim-Bcl-XL 0, RGS4-Gao reg 101, ABCB1 inh 0.6, Bim-Bcl-W -3, Bim-Bcl-B -21, RGS8-Gao 102, Bim-Bfl-1 -1 and RGS7-Gao reg 93.
For Cc1ccc(-c2nn[nH]n2)cc1 the results were Bim-Bcl-2 -6, GSH fluor 19, ABCG2 inh 0, Bim-Bcl-XL -1, ABCB1 inh 0.1, Bim-Bcl-W 0, Bim-Bcl-B -7 and Bim-Bfl-1 -8.
Screening Cc1cc(C)n(CCNC(=O)c2cc(COc3ccc(F)cc3Cl)on2)n1 returned Bim-Bcl-2 -4, GSH fluor 18, ABCG2 inh 14, Bim-Bcl-XL -4, RGS4-Gao reg 99, ABCB1 inh 1.7, Bim-Bcl-W -4, Bim-Bcl-B -5, RGS8-Gao 98, Bim-Bfl-1 -6 and RGS7-Gao reg 103.
CC(=O)N1CCN(c2ccc(NC(=S)NC(=O)/C=C/c3ccccc3)cc2)CC1 was read as Bim-Bcl-2 0, GSH fluor 18, ABCG2 inh 5, Bim-Bcl-XL -9, RGS4-Gao reg 99, ABCB1 inh 0.5, Bim-Bcl-W -6, Bim-Bcl-B -3, RGS8-Gao 91, Bim-Bfl-1 0 and RGS7-Gao reg 95.
Screening Cc1noc(C)c1CSc1nnc2scc(-c3ccccc3)n12 returned Bim-Bcl-2 0, GSH fluor 11, ABCG2 inh 5, Bim-Bcl-XL -5, RGS4-Gao reg 102, ABCB1 inh 0.7, Bim-Bcl-W -3, Bim-Bcl-B 0, RGS8-Gao 102, Bim-Bfl-1 0 and RGS7-Gao reg 102.
`COc1ccc(C=NCC2COc3ccccc3O2)cc1OC` (stereo not given) gave Bim-Bcl-2 -5, GSH fluor 47, ABCG2 inh 2, Bim-Bcl-XL -2, RGS4-Gao reg 101, ABCB1 inh 0.0, Bim-Bcl-W 2, Bim-Bcl-B -7, RGS8-Gao 100, Bim-Bfl-1 -11 and RGS7-Gao reg 99.
Screening COc1ccc(/C=N/NC(=O)Cc2cc(OC)c(OC)cc2[N+](=O)[O-])cc1 returned Bim-Bcl-2 -4, GSH fluor 12, ABCG2 inh 0, Bim-Bcl-XL -1, RGS4-Gao reg 102, ABCB1 inh -0.1, Bim-Bcl-W -2, Bim-Bcl-B -7, RGS8-Gao 102, Bim-Bfl-1 -8 and RGS7-Gao reg 106.
C=CCNC(=S)NNC(=O)CCC(O)CCCCC (stereo not given) was read as Bim-Bcl-2 0, GSH fluor 11, ABCG2 inh 1, Bim-Bcl-XL 0, RGS4-Gao reg 106, ABCB1 inh 0.4, Bim-Bcl-W 1, Bim-Bcl-B -1, RGS8-Gao 108, Bim-Bfl-1 0 and RGS7-Gao reg 105.
For CCOC(=O)CC1(C)OCC(C[N+]2(C)CCCCC2)O1 (stereo not given) the results were Bim-Bcl-2 1, GSH fluor 12, ABCG2 inh 1, Bim-Bcl-XL 1, RGS4-Gao reg 101, ABCB1 inh 0.3, Bim-Bcl-W 2, Bim-Bcl-B -2, RGS8-Gao 102, Bim-Bfl-1 -1 and RGS7-Gao reg 103.

Retrieved one by one from above, 3 records:
For CCOC(=O)CC1(C)OCC(C[N+]2(C)CCCCC2)O1 (stereo not given) the results were Bim-Bcl-2 1, GSH fluor 12, ABCG2 inh 1, Bim-Bcl-XL 1, RGS4-Gao reg 101, ABCB1 inh 0.3, Bim-Bcl-W 2, Bim-Bcl-B -2, RGS8-Gao 102, Bim-Bfl-1 -1 and RGS7-Gao reg 103.
Screening Cc1noc(C)c1CSc1nnc2scc(-c3ccccc3)n12 returned Bim-Bcl-2 0, GSH fluor 11, ABCG2 inh 5, Bim-Bcl-XL -5, RGS4-Gao reg 102, ABCB1 inh 0.7, Bim-Bcl-W -3, Bim-Bcl-B 0, RGS8-Gao 102, Bim-Bfl-1 0 and RGS7-Gao reg 102.
`COc1ccc(C=NCC2COc3ccccc3O2)cc1OC` (stereo not given) gave Bim-Bcl-2 -5, GSH fluor 47, ABCG2 inh 2, Bim-Bcl-XL -2, RGS4-Gao reg 101, ABCB1 inh 0.0, Bim-Bcl-W 2, Bim-Bcl-B -7, RGS8-Gao 100, Bim-Bfl-1 -11 and RGS7-Gao reg 99.
